Screening data from PubChem.
EPAC2 ag = agonists of human EPAC2 (RAPGEF4) | Q8WZA2 | EPAC2 activation, biochemical qHTS; response scale: 100% = 6.5 mM cAMP response | Potency, µM (titrated, usually from 154 µM), without a hit: top-dose activation, most hits filed as activators | 360,000 tested, 0.079% active; note: nearly all actives have a fitted effect of over 50% in size
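Compounds were titrated in qHTS against a Rap1B-BODIPY-GDP (250 nM) complex with EPAC2 (100 nM) and GDP (50 uM). BODIPY-GDP release tracked at 480/540 nm over 30 min at room temperature, normalized to 6.5 mM cAMP.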
PTHR1 ag = activates the human parathyroid hormone receptor PTHR1. Q03431. HEK293 GP2 PTHR1 cells, GloSensor cAMP luminescence, 1 h. AID 743266. 410,000 tested, 0.075% active. Potency, µM (series often up to 115 µM), for the others: at the highest dose activation, usual class: activators; note: nearly all actives have a fitted effect of over 55% in size; some results filed as inactive show a strong effect at the top dose; inactives centre near -15; many of its hits are not listed in these tables
Target sequence (Q03431 whole entry, looked up): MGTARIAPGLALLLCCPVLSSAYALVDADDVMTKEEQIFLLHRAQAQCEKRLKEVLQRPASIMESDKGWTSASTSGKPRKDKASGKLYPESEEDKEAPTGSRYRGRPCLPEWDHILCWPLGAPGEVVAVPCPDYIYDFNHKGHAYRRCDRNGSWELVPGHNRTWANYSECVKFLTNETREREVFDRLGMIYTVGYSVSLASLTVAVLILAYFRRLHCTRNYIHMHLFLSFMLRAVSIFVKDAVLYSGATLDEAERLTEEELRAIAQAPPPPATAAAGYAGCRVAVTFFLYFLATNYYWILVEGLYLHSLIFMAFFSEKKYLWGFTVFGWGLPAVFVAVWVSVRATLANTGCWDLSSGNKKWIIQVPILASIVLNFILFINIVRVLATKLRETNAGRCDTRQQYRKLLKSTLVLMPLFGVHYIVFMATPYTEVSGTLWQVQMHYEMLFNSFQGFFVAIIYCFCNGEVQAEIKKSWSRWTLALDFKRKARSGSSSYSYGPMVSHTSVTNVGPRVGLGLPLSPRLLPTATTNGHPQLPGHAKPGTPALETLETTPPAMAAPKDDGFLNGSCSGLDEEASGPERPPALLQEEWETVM
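HEK-293-derived GP2 cells expressing PTHR1 and a GloSensor cAMP reporter, 3,000/well, plated overnight, given luciferin plus IBMX (each 0.5 mM as added) for 1 h at 37 °C, then compound for 1 h at 37 °C. Luminescence was read after 15 min at room temperature.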
aSyn rescue = alpha-synuclein toxicity inhibition in yeast; Yeast expressing alpha-synuclein, growth rescue, BacTiter-Glo, 24 h; Potency, µM (titrated, usually from 46.1 µM), for the others: top-dose growth rescue (activation), hits mostly activators; 370,000 tested, 0.14% active; AID 652106; note: % of control where 0% means no effect; nearly all actives have a fitted effect of over 65% in size
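Rescue of yeast growth: cells expressing toxic alpha-synuclein, induced in galactose at OD600 0.02, incubated with compound 24 h at 30 C. ATP luminescence quantified growth; inhibitors of toxicity appear as activators.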
TDP43 rescue = rescues yeast growth from TDP-43 toxicity | TDP-43 expressing yeast growth rescue, BacTiter-Glo, 24 h | Potency, µM (top dose mostly 46.1 µM), for inactives: at the highest dose growth rescue (activation), usual class: activators | 410,000 tested, 1.8% active | AID 652104; note: % of control where 0% means no effect; nearly all actives have a fitted effect of over 50% in size
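Yeast cells expressing TDP-43 under galactose induction are exposed to compounds for 24 hr at 30 deg C. BacTiter-Glo luminescence measures growth, so protective compounds score as activators.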
EPAC1 ag = EPAC1 (human) agonism; 360,000 tested, 0.073% active; O95398; Potency, µM (series often up to 154 µM), for the others: at the highest dose activation, hits mostly activators; EPAC1 agonist qHTS, biochemical assay; response scale: 100% = response to 6.5 mM cAMP; note: nearly all actives have a fitted effect of over 60% in size
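Multi-concentration qHTS readout: loss of Rap1B-bound BODIPY-GDP fluorescence driven by 100 nM EPAC1 with excess GDP (50 uM), monitored kinetically at room temperature; agonist response expressed relative to 6.5 mM cAMP.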
FUS yeast rescue = rescues growth of FUS-expressing yeast. S. cerevisiae FUS-expressing, growth rescue, OD600, 24 h. Potency, µM (titrated, usually from 76.6 µM), inactives show at the top dose growth rescue (activation), most hits filed as activators. 390,000 tested, 0.24% active;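 note: plate controls were DMSO vehicle for no effect and reference control for full effect; nearly all actives have a fitted effect of over 55% in size; some results filed as inactive show a strong effect at the top dose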
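Steps: raffinose overnight preculture; dilution to OD 0.005 in 2% galactose minimal medium; compound addition (concentration series); 24hr at 30C, 99% humidity; absorbance read at 600 nm.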
EPAC1 antag = antagonists of human EPAC1. 360,000 tested, 0.14% active. AID 720709. Potency, µM (titrated, usually from 115 µM), without a hit: at the top dose activity change, negative = inhibition, hits mostly inhibitors. EPAC1 GEF assay, Rap1b-BODIPY-GDP exchange fluorescence. O95398;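 note: plate controls were vehicle for no effect and positive control for full effect; nearly all actives have a fitted effect of over 50% in size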
EPAC2 antagonist = antagonists of human EPAC2. Potency, µM (highest dose often 114 µM), without a hit: top-dose activity, negative = inhibition, hits mostly inhibitors. 360,000 tested, 0.18% active. EPAC2 GEF exchange of Rap1B-BODIPY-GDP, fluorescence. Q8WZA2. AID 720708; note: % is set by controls: 0 for no effect and ±100 for the full control effect; nearly all actives have a fitted effect of over 45% in size; many of its hits are not listed in these tables
Numbers without * were called inactive; i = inactive; ? = inconclusive; . = no result given; & = joins results of further samples; [ ] = another dose, or the depositor's remark. Calls come from the whole dose curve; as a rule, active = well fitted curve in the direction sought with a large enough effect; inconclusive = small, poorly fitted or top-dose-only effect, or another doubt; inactive = no such curve, though single readings can be large; an effect the other way counts as inactive or inconclusive. Potency is the fitted concentration of half-maximal effect. This is a subset; the hit share may differ from the screen's.

Screens in order: EPAC2 ag | PTHR1 ag | aSyn rescue | TDP43 rescue | EPAC1 ag | FUS yeast rescue | EPAC1 antag | EPAC2 antagonist
- Cc1nc(NC(=O)C2CC2)sc1C(=O)N1CCCCC1
→ 1% | -1%[57.5 µM] | -3% | -26% | 6% | -7% | 22% | -1%
- O=C(CN1C(=O)c2ccccc2C1=O)N1CCN(c2ccccc2)CC1
→ -3% | i | 6% | 11% | 0% | -36% | -11% | 7%
- Cc1ccc(/C=C/C(=O)Nc2cc(=O)n(C)c(=O)n2C)o1
→ -3% | i | 6% | -19% | -3% | 18% | 3% | 4%
- CN(CC(=O)Nc1cccc(F)c1)C(=O)CN1C(=O)NC2(CCCCC2)C1=O
→ 5% | i | 1% | -21% | -3% | 26% | 2% | 5%
- COc1ccc(CCN2CC(C(=O)NCCc3ncccc3C)CCC2=O)cc1 (stereo not drawn)
→ 13% | -17% | 0% | 6% | 5% | -48% | -5% | 0%
- O=S(=O)(NCc1ccncc1)c1ccccc1
→ -3% | -12%[57.5 µM] | 6% | 16% | 0% | 1% | -4% | 1%
- COC(C[C@H]1O[C@H]1[C@@H](O)[C@@H](C)OCc1ccccc1)OC
→ 8% | i | -6% | 3% | 12% | -22% | 4% | 15%
- Nn1c(SCC(=O)Nc2nccs2)nncc1=O
→ 10% | i | 0% | 1% | 4% | 2% | -7% | -5%
- CCC(CO)Oc1cc(NC(=O)c2ccc(N)cc2)c2ncn(C(C)C)c2c1 (stereo not drawn)
→ 1% | 4% | -15% | -1% | 10% | -9% | ? | 6%
- CC(Oc1ccccc1F)c1nnc(SCC(=O)N(c2ccccc2)C2CCS(=O)(=O)C2)o1 (stereo not drawn)
→ -2% | -31%[inhibitor] | 0% | 22% | -1% | 12% | -13% | -5%
- COc1ccc(F)cc1C(=O)C1CCCN(C(=O)CSc2ccccn2)C1 (stereo not drawn)
→ -11% | -24% | 1% | -3% | -1% | -2% | 11% | 5%
- CCCN1CCC(C(=O)NC(c2ccc(Cl)cc2)c2ccsc2)CC1 (stereo not drawn)
→ 8% | 16% | 3% | -16% | -26% | -19% | 11% | 9%
- CN1CCN(c2ccccc2NS(=O)(=O)c2ccc3c(c2)CCN3C(=O)C2CCC2)CC1
→ 6% | -4%[57.5 µM] | -10% | 8% | -2% | 10% | 3% | -2%
- COc1ccc(Cc2nc(-c3ccccn3)no2)cc1
→ -2% | -13%[57.5 µM] | 5% | 6% | 16% | 8% | -13% | -3%
- COc1cccc(CN(C)C(=O)CNC(=O)c2cccs2)c1OC
→ -3% | -1% | 5% | 27% | -2% | -11% | 7% | 11%
- Cc1ccc(C2(C)NC(=O)N(CC(=O)NC(=O)NC(C)(C)C)C2=O)cc1 (stereo not drawn)
→ 0% | -55% | 0% | 5% | -7% | 27% | -3% | 1%
- CC(=O)NC(Cc1ccccc1)C(=O)NC1CCN(C(=O)NC2CCCCC2)CC1 (stereo not drawn)
→ 7% | i | 1% | -5% | 2% | 19% | 7% | -1%
- O=C(CSc1nnc(CCCO)n1-c1ccccc1)Nc1nccs1
→ 9% | i | 2% | 1% | 0% | 8% | -18% | 5%
- CC1(C)CC(=O)C=C(c2cccs2)C1
→ 1% | -17% | -2% | -3% | -8% | -8% | -7% | 19%
- CC(=O)Nc1ccc(CN2CCN(c3cccc(C(F)(F)F)c3)CC2)cc1
→ 8% | i | -1% | 13% | 0% | 15% | -1% | 2%
- CC1CCc2c(nc3ncnn3c2Nc2ccc(OC(F)(F)F)cc2)C1 (stereo not drawn)
→ -11% | -18% | 10% | 0% | -11% | 27% | -20% | -6%
- Nc1ccc(C#Cc2ccc3sc4ccccc4c(=O)c3c2)cc1
→ 6% | -10% | 2% | 15% | 1% | 4% | 7% | -3%
- CCCOc1ccc(CSC(CC(=O)O)C(=O)O)cc1 (stereo not drawn)
→ -6% | -16% | 7% | -3% | 2% | 0% | -6% | 4%
- COC(=O)C(Cc1cnc[nH]1)NC(=O)C1CCC(=O)N1 (stereo not drawn)
→ 4% | i | 8% | 23% | 3% | -3% | -4% | 4%
- COc1cccc(NCc2nnc3n2CCCCC3)c1
→ . | -16% | -3% | 18% | . | -14% | . | .
- CCCc1nc(NCc2ccccn2)c2nnn(Cc3ccccc3F)c2n1
→ 8% | -24% | 6% | ? | 0% | . | ? | -7%
- NNc1nc(-c2ccccc2)cc(-c2ccc(Br)cc2)n1
→ 9% | 9% | 4% | ? | -2% | -7% | -17% | -6%
- CC(=O)N1CC(c2ccccc2)C(c2ccc(Cl)cc2)=N1 (stereo not drawn)
→ -6% | i | 11% | 11µM* | 4% | . | -25% | -6%
- COc1ccc(C(=O)N2CCN(c3ccc(NC(=O)c4cccs4)cc3)CC2)cc1
→ 6% | -10% | -1% | 13% | -1% | . | -27% | -6%
- COc1ccc(N(C=O)C(C(=O)Nc2c(C)cccc2C)c2ccccc2)cc1 (stereo not drawn)
→ 3% | i | 0% | -3% | -16% | 38% | -5% | -12%

The final 3 records of the section before lead into the next.
Screens in order: EPAC2 ag | PTHR1 ag | aSyn rescue | TDP43 rescue | EPAC1 ag | FUS yeast rescue | EPAC1 antag | EPAC2 antagonist
- CC(=O)N1CC(c2ccccc2)C(c2ccc(Cl)cc2)=N1 (stereo not drawn)
→ -6% | i | 11% | 11µM* | 4% | . | -25% | -6%
- COc1ccc(C(=O)N2CCN(c3ccc(NC(=O)c4cccs4)cc3)CC2)cc1
→ 6% | -10% | -1% | 13% | -1% | . | -27% | -6%
- COc1ccc(N(C=O)C(C(=O)Nc2c(C)cccc2C)c2ccccc2)cc1 (stereo not drawn)
→ 3% | i | 0% | -3% | -16% | 38% | -5% | -12%
- Nc1ccc2nc(C3CCCCC3)[nH]c2c1
→ 2% | i | 1% | 1% | -2% | 9% | -15% | 2%
- O=c1c2ccccc2oc2cc(NCCCn3ccnc3)ccc12
→ 10% | -46%[inhibitor] | -7% | 16% | -2% | 1% | -4% | -7%
- O=C(CC(=O)N/N=C\c1ccc(F)cc1)NCCc1ccccc1
→ -5% | i | 8% | 25% | 4% | 13% | 9% | -3%
- CC1(C(=O)NCc2ccccc2)Cc2c(-c3ccccc3)ccnc2O1 (stereo not drawn)
→ 3% | -63%[inhibitor] | 8% | 16% | -7% | 6% | -13% | -8%
- O=C(CCS(=O)(=O)c1ccc(Br)cc1)NCc1ccc(F)cc1
→ -4% | i | 0% | 2% | -15% | -31% | ? | 6%
- CC(C)Oc1ccc(C(=O)Nc2cc(=O)n(C)c(=O)n2C)cc1
→ 3% | i | -5% | 18% | 10% | -9% | -11% | 1%
- O=C(Nc1ccc2ccccc2c1)c1cccnc1
→ -1% | -5%[57.5 µM] | -14% | 15% | 3% | 2% | 6% | -3%
- CCOC(=O)C1CCN(S(=O)(=O)c2ccc(NC(=O)c3ccco3)cc2)CC1
→ -4% | -18% | 5% | -62%[inhibitor] | -3% | . | -15% | -3%
- CN(C)CC1CCC/C(=C\c2ccc(OC(=O)/C=C/c3ccc(Cl)c(Cl)c3)cc2)C1=O (stereo not drawn)
→ -2% | -17% | 7% | -9% | 0% | . | -7% | -2%
- Cc1ccc2c3c1C1(C(=O)N3C(C)(C)CC2C)C(C#N)=C(N)Oc2cc(O)ccc21 (stereo not drawn)
→ -3% | i | -12% | 4% | 12% | 2% | -12% | -10%
- COc1ccc(C(=O)C[N+]2(C)CCOCC2)cc1
→ 3% | 12% | 1% | -26% | -2% | 8% | 16% | 15%
- O=C(COC(=O)c1cccc(-n2cnnn2)c1)Nc1c(Cl)cccc1C(F)(F)F
→ 7% | 22% | -2% | 0% | -3% | ? | -2% | 0%
- O=C(CSc1nnc(NC(=O)C2CC2)s1)Nc1ccccc1Cl
→ 4% | i | 3% | -19% | -12% | -1% | 14% | 9%
- CCc1ccc(C(C(=O)NC2CCCC2)N(CCOC)C(=O)CCC(=O)Nc2cc(C)on2)cc1 (stereo not drawn)
→ 3% | -7% | -4% | -10% | -1% | 13% | -21% | 5%
- CCCOc1ccc(OC(=O)Cc2ccc(OC)c(S(=O)(=O)N3CCOCC3)c2)cc1
→ 17% | -19% | -2% | 9% | -44% | ? | -13% | -26%
- CCOC(=O)C1CCCN(CCc2ccccc2)C1 (stereo not drawn)
→ 7% | -1% | -1% | 15% | 7% | -13% | -15% | -22%
- CN[C@H](CC(=O)O)C(=O)O
→ 5% | -13% | 0%&0% | 7% | 4% | -31% | -7% | 2%
- COc1ccc(NC(=O)CSc2nnc(C3CCCCC3)n2N)cc1
→ 2% | i | -5% | 19% | -5% | -9% | -1% | 4%
- CC(=O)c1cccc(NC(=O)CCN2C(=O)C3C4CCC(C4)C3C2=O)c1 (stereo not drawn)
→ 13% | i | 1% | -2% | -3% | 3% | -3% | 0%
- Cc1ccc(C)c(NC(=S)N2CCC(NC(=O)C3CCCCC3)CC2)c1
→ -4% | -2% | 0% | 4% | 2% | 8% | -9% | 3%
- COCc1ccc(C(=O)NC2CCSc3ccccc32)cc1 (stereo not drawn)
→ -2% | -7% | 3% | 18% | 3% | -2% | -13% | -2%
- N=c1c(C(=O)NCCc2ccccc2)cc2c(=O)n3ccccc3nc2n1CC1CCCO1 (stereo not drawn)
→ -11% | 7% | 5% | 0% | -1% | 17% | 0% | -7%
- O=C(O)C1CCN(c2ccc(S(=O)(=O)N3CCOCC3)cc2[N+](=O)[O-])CC1
→ -1% | i | -1% | -12% | 12% | 16% | 9% | 2%
- O=C(O)CC(NC(=O)C12CC3CC(CC(C3)C1)C2)c1ccc(F)cc1 (stereo not drawn)
→ 6% | i | -7% | 18% | 12% | -17% | 9% | 17%
- COc1ccc(CCCC(=O)NC(C)c2ccccc2)cc1 (stereo not drawn)
→ 1% | i | -5% | 23% | 10% | . | 0% | 0%
- CCOc1cc(N2CCOCC2)c(OCC)cc1NC(=O)C1=COCCO1
→ 5% | i | 0% | 18% | 9% | -2% | -4% | 5%
- CCC(C)C(NS(=O)(=O)c1ccc(C)cc1)C(=O)N1CCOCCOCCOCC1 (stereo not drawn)
→ -6% | i | 6% | 0% | 2% | -1% | 12% | -7%
- COc1cccc(C=NNC(=O)C2CC2)c1
→ 15% | i | -3% | -13% | 8% | -6% | 11% | 1%
- Cc1ccccc1OCc1nnc(SCC(=O)N2CCc3ccccc32)n1C
→ -5% | i | -4% | -3% | 14% | 2% | -27% | 9%
- CC(=O)OC(C(=O)NCc1ccc2c(c1)OCO2)c1ccccc1Cl (stereo not drawn)
→ 4% | i | 2% | 20% | 0% | 1% | 0% | 5%

Limited to aSyn rescue and EPAC1 ag (2 entries from above):
| Structure | aSyn rescue | EPAC1 ag |
| --- | --- | --- |
| CC(C)Oc1ccc(C(=O)Nc2cc(=O)n(C)c(=O)n2C)cc1 | -5% | 10% |
| O=C(CC(=O)N/N=C\c1ccc(F)cc1)NCCc1ccccc1 | 8% | 4% |
